EWS-Fli block = inhibitors of EWS/Fli oncoprotein transcriptional activity; A673 NR0B1-luciferase reporter, viability-normalised; inhibition, % at 12.6 µM; 0.67% of 350,000 active;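 active = mean inhibition of at least 50% after viability correction, with every replicate also passing that limit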;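 note: firefly luciferase signal divided by Alamar Blue viability fluorescence both relative to DMSO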
E-selectin induc = induces E-selectin expression in human endothelial cells; P16581; HUVEC E-selectin immunofluorescence imaging; normalized: neutral wells 0, TNF-alpha wells 100; activation, % at 7.58 µM; 0.37% of 260,000 active; AID 686992;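 active = mean E-selectin-positive cell signal at least 10% of the positive control, reached in at least 60% of replicates, without over 20% cell loss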;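 note: in these data hits start at about 27%; measured in HUVEC primary endothelial cells; signal is the percent of cells scored E-selectin positive by PE staining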
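Read-out basis: % PE-positive cells; Test system: HUVEC primary endothelial cells; Technique: immunofluorescence imaging; Dosing: single-point compound dose.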
XiGFP reactiv = X-chromosome reactivation activator; XiGFP mouse fibroblasts, % GFP-positive cells imaging, 3 d; cells co-treated with 5-aza-dC sensitizer; scaled so ellipticine positive control = 100%; 0.055% of 360,000 active; activation, % at 7.58 µM;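 active = mean normalized replicate activation at least 10% and every replicate at or above 10%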;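 note: 0% = median of on-plate neutral control wells and 100% = ellipticine 6 µM median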
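System: XiGFP fibroblasts, SV40-immortalized. Medium: DMEM plus 5-aza-dC sensitizer. Doses: single point. Timing: 3 d treatment, 15 min room-temperature fixation. Control set: ellipticine 6 µM.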
RAD54 inh = blocks human RAD54 Holliday junction branch migration; Q92698; FAM/BHQ fluorescence; inhibition, % at 10.4 µM; 0.14% of 360,000 active;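 active = mean normalized replicate activity at least 40 and at least half of replicates scoring 40 or more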;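 note: 0% = median of neutral control wells and 100% = median of positive control wells; inhibitors cause a drop in the FAM fluorescence signal; in these data hits start at about 50%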
Target sequence (Q92698 whole entry, looked up): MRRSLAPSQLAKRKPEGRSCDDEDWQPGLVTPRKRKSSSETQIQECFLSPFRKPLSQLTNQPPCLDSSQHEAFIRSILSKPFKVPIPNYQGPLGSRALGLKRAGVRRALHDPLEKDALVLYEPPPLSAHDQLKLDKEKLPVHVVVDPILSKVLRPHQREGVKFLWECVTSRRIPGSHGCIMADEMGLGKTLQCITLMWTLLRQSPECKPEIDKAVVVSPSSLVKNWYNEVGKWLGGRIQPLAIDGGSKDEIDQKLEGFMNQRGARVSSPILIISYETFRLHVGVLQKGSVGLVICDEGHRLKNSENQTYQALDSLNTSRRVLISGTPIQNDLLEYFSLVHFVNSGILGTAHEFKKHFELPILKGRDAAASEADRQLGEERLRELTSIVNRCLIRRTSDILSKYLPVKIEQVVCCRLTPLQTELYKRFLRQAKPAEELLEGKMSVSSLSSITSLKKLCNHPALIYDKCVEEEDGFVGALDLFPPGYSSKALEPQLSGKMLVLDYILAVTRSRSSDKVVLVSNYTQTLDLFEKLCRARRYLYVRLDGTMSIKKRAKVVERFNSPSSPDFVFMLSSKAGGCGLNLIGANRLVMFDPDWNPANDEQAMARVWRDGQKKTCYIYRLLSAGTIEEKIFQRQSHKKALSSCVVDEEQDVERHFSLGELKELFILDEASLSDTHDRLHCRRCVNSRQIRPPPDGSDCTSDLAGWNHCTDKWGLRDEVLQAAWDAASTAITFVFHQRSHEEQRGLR
S100A4 inh HTS = inhibitors of human S100A4 binding to myosin IIA peptide; P26447; S100A4/TAMRA-MyoIIA peptide fluorescence polarization; inhibition, % at 10.7 µM; 0.14% of 360,000 active; AID 652163;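 active = mean inhibition of at least 70% across replicates, with every replicate also reaching that level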
Target sequence (P26447 whole entry, looked up): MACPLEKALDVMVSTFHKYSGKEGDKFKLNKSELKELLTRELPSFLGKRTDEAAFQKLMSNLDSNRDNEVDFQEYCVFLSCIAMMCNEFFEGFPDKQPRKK
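Material: S100A4 monomer (human). Medium: Calcium-containing HEPES buffer, pH 7.2. Probe or stimulus: labelled myosin peptide probe, 5 nM. Compound dosing: one concentration per compound. Timing: polarization read 5 min after assay mix addition, stable 5–60 min. Benchmarks: DMSO as neutral control, TFP as positive control.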
esBAF inh = inhibitors of esBAF chromatin remodeling in mouse ES cells | Bmi1-luciferase knock-in reporter, 24 h; 100% = twice the neutral-well signal | reporter increase, % at 12.5 µM | 2% of 350,000 active | AID 602393; in the data active = activation above about 40%;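 note: 0% = median of the plate's neutral control wells and 100% = double that signal; a rise in the Bmi1 reporter signal indicates esBAF inhibition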
RAD52 anneal inh = blocks human RAD52 DNA annealing | P43351 | inhibition, % at 18.7 µM | AID 651710 | 0.46% of 360,000 active | recombinant RAD52 DNA annealing, FRET fluorescence;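 active = every replicate showing at least 50% inhibition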
FN deposition inh = fibronectin deposition inhibition; AH1F fibroblasts, Alexa488-fibronectin deposition fluorescence, overnight; inhibition, % at 12.6 µM; 0.086% of 350,000 active; AID 743247;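 active = mean inhibition across replicates of 30% or more, regardless of how many single replicates reach that level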;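 note: positive control wells lacked labelled fibronectin entirely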
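Material: AH1F fibroblast monolayer depositing Alexa488-labelled fibronectin into matrix / Amount: 10000 AH1F cells per well / Signal: fluorescence 485/525 nm / Medium: DMEM, 2% serum / Compound: single dose, pinned / Incubation: 1 h cell adhesion before compound, then overnight fibronectin incubation / Reagent: Alexa488-FN, 24 nM final / Read-out: inhibition of fibronectin deposition signal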
An asterisk follows results filed as active; x = not tested or not shown. The order is random; any-hit rate near 3%.

#1 C[C@H]1CN([C@@H](C)CO)C(=O)Cc2cc(NS(=O)(=O)c3ccc(F)cc3)ccc2O[C@@H]1CN(C)Cc1ccc(Cl)c(Cl)c1
#2 Fc1ccc(-c2nnc(-n3nnc4ccccc43)c3ccccc23)cc1
#3 Cc1onc(-c2ccccc2Cl)c1C(=O)Nc1nnc(-c2cccc([N+](=O)[O-])c2)s1
#4 CC(=O)N/C(=C\c1ccccc1)C(=O)OC/C=C/c1ccccc1
#5 COc1ccc(NC(=O)C2CC(c3ccc(Cl)cc3)=NO2)cc1 (stereo not given)
#6 COc1ccc(/C(C)=N\NC(=O)c2ccc(-c3ccccc3)cc2)c(F)c1
#7 O=C(CCn1c(=S)oc2ccccc21)Nc1ccccc1F
#8 Cc1noc(C)c1S(=O)(=O)N1CCN(c2ccc(Cl)cc2)CC1
screen / no.	1	2	3	4	5	6	7	8
EWS-Fli block	-1	x	-3	3	-2	x	8	x
E-selectin induc	0.3	-1.1	0.4	x	0.1	0.3	x	x
XiGFP reactiv	-1.0	x	0.4	0.2	0.1	0.0	0.0	0.0
RAD54 inh	x	-4	0	0	5	8	-1	11
S100A4 inh HTS	x	x	-4	-1	-6	0	-1	-2
esBAF inh	1	2	-5	x	2	0	5	-5
RAD52 anneal inh	x	x	-4	-9	1	-5	15	-5
FN deposition inh	x	3	-1	10	4	x	-2	-6

#9 CCC(C(=O)NC1CCCC1)n1c(-c2ccncc2)nc2ccccc21 (stereo not given)
#10 CCN(C[C@H]1N[C@@](C)(C(=O)OC)[C@H]2C(=O)N(Cc3ccccc3)C(=O)[C@@H]12)S(=O)(=O)c1ccccc1
#11 COc1ccc(-n2nnnc2SCC(=O)Nc2cc(OC)c([N+](=O)[O-])cc2C)cc1
#12 CCC(C)(C)NC(=O)CN(Cc1ccccc1)C(=O)CCC(=O)Nc1nccs1
#13 Cc1noc(C)c1NC(=O)Nc1cccc2c1O[C@@H](CN(C)C(=O)Nc1cccc3ccccc13)[C@H](C)CN([C@@H](C)CO)C2=O
#14 Cc1[nH]n(-c2ccccc2)c(=O)c1N=Nc1ccc(F)cc1
#15 CC(C)CC1(C(=O)NCCc2c[nH]c3ccccc23)C=CCN1C(=O)c1ccccc1 (stereo not given)
#16 CC1CCN=C(N)S1 (stereo not given)
screen / no.	9	10	11	12	13	14	15	16
EWS-Fli block	-4	-5	25	-1	-13	-42	-5	0
E-selectin induc	-1.5	0.0	3.6	x	0.1	0.2	0.1	-0.2
XiGFP reactiv	x	0.8	-0.6	0.3	-0.2	0.0	0.1	-0.1
RAD54 inh	x	-2	x	-3	-1	-17	-6	-1
S100A4 inh HTS	4	-6	1	-3	1	-2	-7	0
esBAF inh	x	-7	x	-4	2	30	3	7
RAD52 anneal inh	-11	-13	-18	2	0	-8	-58	-2
FN deposition inh	-5	-13	-4	5	x	3	-4	x

#17 Cc1ccc(C)c(S(=O)(=O)c2c[nH]c(=S)[nH]c2=O)c1
#18 COC(=O)[C@]12CCCCC=C1N(CCC1=CCCCC1)C(=O)[C@H](CC(=O)NCCc1ccccc1OC)C2
#19 O=C(Nc1ccc(F)cc1)N1C[C@@H]2[C@H](c3ccccc31)[C@H](CO)N2C(=O)Cc1cccnc1
#20 O=C(CNS(=O)(=O)c1c(F)cc(F)cc1Br)OCC(=O)N1CCCC1=O
#21 C[C@@H]1CN([C@@H](C)CO)C(=O)c2cc(C#Cc3ccccn3)cnc2O[C@@H]1CN(C)Cc1ccccc1
#22 Cc1cccc(C)c1NC(=O)CCCSc1nnc(-c2ccco2)n1-c1ccccc1
#23 Cc1cc(NC(=O)COC(=O)c2ccc(OC(F)(F)F)cc2)no1
#24 Cc1ccccc1NC(=O)COc1ccc(S(=O)(=O)N2CCCC2)cc1C
screen / no.	17	18	19	20	21	22	23	24
EWS-Fli block	10	9	-12	5	12	x	-2	x
E-selectin induc	x	0.3	0.5	x	-0.1	x	x	0.3
XiGFP reactiv	0.1	0.8	-0.1	0.7	0.2	x	0.3	0.0
RAD54 inh	25	x	-6	-4	x	-11	-5	-11
S100A4 inh HTS	-1	-15	2	0	x	-5	-3	1
esBAF inh	2	x	6	0	-10	3	-2	2
RAD52 anneal inh	-6	13	-18	-3	x	-4	-7	-2
FN deposition inh	-9	-5	x	2	7	x	0	-4

#25 CC(C)CC1C(=O)N(Cc2cn(CCC3OCCO3)nn2)CCS(=O)(=O)N1Cc1ccc(-c2ccc(F)nc2)cc1 (stereo not given)
#26 COc1ccc(NS(=O)(=O)c2cc(NC(=O)[C@H](C)NC(N)=O)ccc2N2CCCC2)cc1
#27 CC(C)CNS(=O)(=O)c1ccc(S(=O)(=O)N2CCN(C3CCCC3)CC2)cc1
#28 CC(=O)c1ccc(OCC(O)Cn2nnc3ccccc32)cc1 (stereo not given)
#29 CC(NC(=S)NNS(=O)(=O)c1cccc([N+](=O)[O-])c1)c1ccccc1 (stereo not given)
#30 CCn1c(C(=O)O)c(CC(=O)Nc2ccccc2F)c2ccccc21
#31 O=C(N[C@H]1CC[C@@H](CCNC(=O)c2ccccc2F)O[C@H]1CO)c1cnccn1
#32 O=C1Cc2ccccc2C(c2c(Cl)cccc2Cl)N1 (stereo not given)
screen / no.	25	26	27	28	29	30	31	32
EWS-Fli block	2	-13	15	-33	x	7	6	-37
E-selectin induc	0.0	0.0	0.0	x	-0.2	-0.2	0.1	x
XiGFP reactiv	0.7	0.1	0.5	x	-0.1	3.0	-0.3	0.0
RAD54 inh	-1	6	2	8	-26	x	3	-9
S100A4 inh HTS	-11	-2	6	-5	1	-6	-6	-4
esBAF inh	1	-1	-1	11	0	x	2	-1
RAD52 anneal inh	-20	-22	-7	-7	-4	-11	2	3
FN deposition inh	-13	1	-3	x	-5	5	-8	2

#33 C[C@@H]1CN([C@H](C)CO)C(=O)c2cc(C#C[C@@H](C)O)cnc2O[C@H]1CN(C)Cc1cccc(F)c1
#34 CC(C)=NOCC(=O)Nn1c(COc2c(C)cccc2C)nc2ccccc2c1=O
#35 CC(=O)C12OC1CC1C3CCC4=CC(=O)CCC4(C)C3CCC12C (stereo not given)
#36 COc1ccc(S(=O)(=O)Nc2ccc(S(=O)(=O)N(C)C)cc2)cc1[N+](=O)[O-]
#37 Cc1ccc(C(=O)O)cc1NC(=O)CSc1nnc(-c2ccccc2F)n1C1CCCCC1
#38 CN1C(C(=O)NCc2ccco2)CC2Cn3c(nc4ccccc43)C21 (stereo not given)
#39 CC(=O)c1ccc(S(=O)(=O)N(C)CC(=O)N2CCCCCC2)cc1
#40 C[C@H]1CN([C@@H](C)CO)C(=O)c2cc(C#Cc3ccccc3F)cnc2O[C@@H]1CN(C)C(=O)C1CCOCC1
screen / no.	33	34	35	36	37	38	39	40
EWS-Fli block	1	8	8	-9	15	-8	14	-8
E-selectin induc	-0.2	0.1	x	-1.0	x	-0.1	-0.1	0.1
XiGFP reactiv	0.2	0.2	0.0	0.1	0.0	0.1	0.0	-0.3
RAD54 inh	4	x	9	x	-14	-3	-3	-8
S100A4 inh HTS	0	8	2	2	-4	-2	0	10
esBAF inh	-3	-7	14	x	-3	-2	-11	11
RAD52 anneal inh	5	-7	-11	-10	-9	-15	-15	14
FN deposition inh	-8	1	-14	6	3	-12	-8	7

Copied from the list:
`CC(=O)C12OC1CC1C3CCC4=CC(=O)CCC4(C)C3CCC12C` (stereo not given) in XiGFP reactiv reads 0.0
`CC(=O)c1ccc(S(=O)(=O)N(C)CC(=O)N2CCCCCC2)cc1` in RAD54 inh reads -3

Following part
#41 Cc1ccc(Nc2nc(N3CCOCC3)nc(N3CCOCC3)n2)cc1Cl
#42 CN1C(=O)c2ccc(C(=O)Nc3nccs3)cc2C1=O
#43 CCCNC(=O)N1C[C@@H](O)COC[C@@H]2O[C@H](CC(=O)NCCCN3CCOCC3)CC[C@H]21
#44 CCOc1cc(C(=O)Nc2cc3c(cc2N2CCCC2)n(C)c(=O)n3C)cc(OCC)c1OCC
screen / no.	41	42	43	44
EWS-Fli block	2	5	2	2
E-selectin induc	x	x	0.1	x
XiGFP reactiv	0.0	0.0	0.2	0.0
RAD54 inh	-4	x	7	8
S100A4 inh HTS	0	-5	8	-9
esBAF inh	-23	-6	-1	-3
RAD52 anneal inh	-14	-5	10	-18
FN deposition inh	16	-6	0	5

From entry 38 up to 44, copied from above:
#38 CN1C(C(=O)NCc2ccco2)CC2Cn3c(nc4ccccc43)C21 (stereo not given)
#39 CC(=O)c1ccc(S(=O)(=O)N(C)CC(=O)N2CCCCCC2)cc1
#40 C[C@H]1CN([C@@H](C)CO)C(=O)c2cc(C#Cc3ccccc3F)cnc2O[C@@H]1CN(C)C(=O)C1CCOCC1
#41 Cc1ccc(Nc2nc(N3CCOCC3)nc(N3CCOCC3)n2)cc1Cl
#42 CN1C(=O)c2ccc(C(=O)Nc3nccs3)cc2C1=O
#43 CCCNC(=O)N1C[C@@H](O)COC[C@@H]2O[C@H](CC(=O)NCCCN3CCOCC3)CC[C@H]21
#44 CCOc1cc(C(=O)Nc2cc3c(cc2N2CCCC2)n(C)c(=O)n3C)cc(OCC)c1OCC
screen / no.	38	39	40	41	42	43	44
EWS-Fli block	-8	14	-8	2	5	2	2
E-selectin induc	-0.1	-0.1	0.1	x	x	0.1	x
XiGFP reactiv	0.1	0.0	-0.3	0.0	0.0	0.2	0.0
RAD54 inh	-3	-3	-8	-4	x	7	8
S100A4 inh HTS	-2	0	10	0	-5	8	-9
esBAF inh	-2	-11	11	-23	-6	-1	-3
RAD52 anneal inh	-15	-15	14	-14	-5	10	-18
FN deposition inh	-12	-8	7	16	-6	0	5

Bioassay records: PubChem BioAssay, Broad Institute
